aSyn yeast rescue: alpha-synuclein toxicity suppression in yeast. S. cerevisiae alpha-synuclein toxicity rescue, BacTiter-Glo growth, 24 h. Potency, µM (series often up to 46.1 µM), for inactives: top-dose growth rescue (activation), usual class: activators. hit rate 0.02% among 94,000; active = well fitted activation curve with a large enough effect; inconclusive = small, poorly fitted or top-dose-only effect; note: 0% is about no effect
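Growth restoration measured by BacTiter-Glo luminescence after 24 hr at 30 deg C; alpha-synuclein yeast, raffinose-pregrown to mid-log, were added at OD600=0.02 in galactose medium onto pinned compounds.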
* marks the source's active call; other numbers are inactive results; & = joins results of further samples; [ ] = remark or other dose. Potency is the fitted concentration of half-maximal effect.

What do the screens show for `CCOC(=O)C1CCCN(Cc2cc(=O)oc3cc(C)c(C)cc23)C1` (stereo unspecified)?
aSyn yeast rescue: 3%

How did Cc1ccc(S(=O)(=O)N2CCCCC2)cc1NC(=O)CSc1nccn1C do in these assays?
aSyn yeast rescue: 1%

What do the screens show for `CC(C)OCCCn1c(=O)c2ccccc2n2c(-c3ccccc3)nnc12`?
aSyn yeast rescue: -12%

How did O=C(O)c1ccccc1NC(=O)C(c1ccccc1)c1ccccc1 do in these assays?
aSyn yeast rescue: -6%

What do the screens show for `CNS(=O)(=O)c1cccc(C(=O)OCc2cc(=O)oc3c(C)c(O)ccc23)c1`?
aSyn yeast rescue: 8%

Results for Cc1ccc(-c2nn3c(=O)cc(CN4CCN(C(=O)Nc5cccc(C(F)(F)F)c5)CC4)nc3s2)cc1 ?
aSyn yeast rescue: 1%

Results for CCC(C(=O)N1CCN(c2cc(C)ccc2C)CC1)n1nc(C)n2c(cc3occc32)c1=O (stereo unspecified) ?
aSyn yeast rescue: 9%

Results for Cc1cc(C)cc(OCCSc2nc3ccc(NC(=O)c4ccc5c(c4)OCO5)cc3s2)c1 ?
aSyn yeast rescue: -1%

What do the screens show for `COc1ccc(-c2noc(CCC(=O)Nc3ccccc3Cl)n2)cc1OC`?
aSyn yeast rescue: 2%

Results for Cc1ccc(O)c(C(=O)CC(=O)c2ccccc2Cl)c1 ?
aSyn yeast rescue: inconclusive

How did Cc1nc(N2CCCC2)c2c(C(=O)N3CCN(c4ccc(F)cc4)CC3)c(C)oc2n1 do in these assays?
aSyn yeast rescue: 15%

How did O=C(O)c1ccc(Oc2c(C(F)(F)F)oc3cc(O)ccc3c2=O)cc1 do in these assays?
aSyn yeast rescue: -1%

What do the screens show for `COc1ccc2oc(=O)c(-c3nc4ccc(C)cc4[nH]3)cc2c1`?
aSyn yeast rescue: -8%

How did C#CCCCc1nc2ccccc2c(=O)n1N do in these assays?
aSyn yeast rescue: -5%

How did CC(CC(=O)c1ccccc1)=NCCCN=C(C)CC(=O)c1ccccc1 do in these assays?
aSyn yeast rescue: -3%

How did COc1cccc(NC(=O)c2ccc3nsnc3c2)c1 do in these assays?
aSyn yeast rescue: 0%

How did O=C(NCc1ccccc1Cl)c1cnc(N2CCOCC2)c2ccccc12 do in these assays?
aSyn yeast rescue: 18%

What do the screens show for `CCOC(=O)N1CCN(S(=O)(=O)c2ccc(C(=O)Nc3nnc(CC)o3)cc2)CC1`?
aSyn yeast rescue: -2%

What do the screens show for `C=CCOc1ccc(/C=C/C(=O)N2CCCN(S(=O)(=O)c3c(C)noc3C)CC2)cc1`?
aSyn yeast rescue: 9%

How did Cn1ccc2cc(S(=O)(=O)N3CCN(C(=O)Nc4ccccc4F)CC3)ccc21 do in these assays?
aSyn yeast rescue: -66%[inhibitor]

Results for Cc1cccc(NC(=S)Nc2ccccn2)c1 ?
aSyn yeast rescue: 3%

What do the screens show for `Cc1cccc2cc(C3CC(c4ccco4)=NN3S(C)(=O)=O)c(Cl)nc12` (stereo unspecified)?
aSyn yeast rescue: 7%

Results for Cc1ccc(NC(=O)CSc2ncc3ccccn23)cc1 ?
aSyn yeast rescue: 0%

What do the screens show for `CCCCn1c(N)c(N(CC(C)C)C(=O)c2cc3ccccc3cc2OC)c(=O)[nH]c1=O`?
aSyn yeast rescue: 3%

How did CSCCC(NS(=O)(=O)c1ccccc1)C(=O)OCc1nc2ccsc2c(=O)[nH]1 (stereo unspecified) do in these assays?
aSyn yeast rescue: -2%

What do the screens show for `COc1ccc(NC(=O)CSC2=Nc3ccccc3C3=NC(Cc4ccccc4)C(=O)N23)cc1Cl` (stereo unspecified)?
aSyn yeast rescue: 1%

How did O=C(O)c1ccc(CSCc2ccccc2)o1 do in these assays?
aSyn yeast rescue: 1%

Results for CCc1nn2c(=O)cc(COC(=O)c3ccc(NC(=O)c4cccs4)cc3)nc2s1 ?
aSyn yeast rescue: 4%

What do the screens show for `CCN(c1cccc(C)c1)C1C(=O)c2ccccc2N1C(C)=O` (stereo unspecified)?
aSyn yeast rescue: -3%

How did CN(Cc1ccccc1)C(=O)C(=O)Nc1ccc2nc3n(c(=O)c2c1)CCCCC3 do in these assays?
aSyn yeast rescue: -1%

Results for Cc1nc2cc(-c3ccccc3)nn2c(C)c1CCC(=O)NCCc1ccccc1 ?
aSyn yeast rescue: 3%

What do the screens show for `COc1ccccc1Cc1nc2ccccc2nc1SCC(=O)N(C)c1ccc(F)cc1`?
aSyn yeast rescue: -7%

What do the screens show for `CCOC(=O)CCN(c1ccccc1)S(=O)(=O)c1cc(-c2cc(C)no2)ccc1C`?
aSyn yeast rescue: 4%

Results for Cc1cc(-c2nc3cccnc3s2)ccc1NS(=O)(=O)c1cccs1 ?
aSyn yeast rescue: -2%

What do the screens show for `O=C(Nc1ccc(-c2nc3cc(Cl)ccc3o2)cc1)c1cc(Br)ccc1Cl`?
aSyn yeast rescue: 0%

Results for Cc1cccc2c1-c1sc(C(=O)N3CCN(c4ccccc4)CC3)cc1CO2 ?
aSyn yeast rescue: -4%

Ordered by length of the SMILES (low to high): some entries from above
Results for Cc1cc(-c2nc3cccnc3s2)ccc1NS(=O)(=O)c1cccs1 ?
aSyn yeast rescue: -2%

What do the screens show for `O=C(Nc1ccc(-c2nc3cc(Cl)ccc3o2)cc1)c1cc(Br)ccc1Cl`?
aSyn yeast rescue: 0%

Results for CCc1nn2c(=O)cc(COC(=O)c3ccc(NC(=O)c4cccs4)cc3)nc2s1 ?
aSyn yeast rescue: 4%

(more compounds)
What do the screens show for `COc1ccc(Cc2noc(CN(C)C3CC(C)(C)NC(C)(C)C3)n2)cc1OC`?
aSyn yeast rescue: -1%

Results for C[C@H]1CN([C@@H](C)CO)C(=O)c2cc(-c3cccc(C#N)c3)cnc2O[C@H]1CN(C)C(=O)c1ccccn1 ?
aSyn yeast rescue: 1%

What do the screens show for `CCOc1ccc(-c2nonc2NC(=O)COc2ccccc2)cc1`?
aSyn yeast rescue: -12%

What do the screens show for `CCC(=O)N1c2ccc(S(=O)(=O)CCC(=O)Nc3ccc(Br)c(C)c3)cc2CC1C` (stereo unspecified)?
aSyn yeast rescue: 1%

Results for Cc1cccc(C)c1N(CC(=O)NCc1ccco1)C(=O)CNS(=O)(=O)c1ccc(F)cc1 ?
aSyn yeast rescue: 11%

What do the screens show for `N#C/C(=C\c1cccs1)C(=O)NCc1ccco1`?
aSyn yeast rescue: 1%

What do the screens show for `CN(C)C=Nc1ccc(Cl)c(Cl)c1`?
aSyn yeast rescue: 2%

Results for O=C(Cn1ncc2c3ccccc3n(Cc3ccc(F)cc3)c2c1=O)NC1CCCCCC1 ?
aSyn yeast rescue: 2%

How did COc1ccccc1NC(=O)C1CCCN1C(=O)NC1CCCCC1 (stereo unspecified) do in these assays?
aSyn yeast rescue: -2%

What do the screens show for `CNS(=O)(=O)c1ccc(C(C)(C)C)cc1`?
aSyn yeast rescue: 9%

Results for COc1ccc(OC)c(C(=O)CN2C(=O)N(c3cc(C)cc(C)c3)S(=O)(=O)c3ccccc32)c1 ?
aSyn yeast rescue: -5%

What do the screens show for `CCC(C)(C)NC(=O)CN(C(=O)CCC(=O)Nc1nccs1)c1ccc2c(c1)OCCO2`?
aSyn yeast rescue: -8%

What do the screens show for `COCCCNC(=O)C1CCN(c2nc3ccc(C)cc3[nH]2)CC1`?
aSyn yeast rescue: 3%

Results for Cc1ccccc1NC(=O)CCC(=O)N1CC(C)Sc2ccccc21 (stereo unspecified) ?
aSyn yeast rescue: 0%

How did COc1ccc(CCNC(=O)c2cnc3sc(N4CCCCCC4)nn3c2=O)cc1 do in these assays?
aSyn yeast rescue: 0%

What do the screens show for `COc1ccc(CC(=O)NCc2ccc3c(c2)CCN3C(=O)c2ccc(Cl)cc2)cc1`?
aSyn yeast rescue: -5%

Results for Cc1ccc(C(=O)OCC(=O)NC(=O)c2ccccc2)o1 ?
aSyn yeast rescue: -4%

What do the screens show for `Cc1cc(=O)n2c(C(=O)Nc3ccc(C)c(C)c3)c(C(=O)Nc3ccccc3)sc2n1`?
aSyn yeast rescue: 10%

What do the screens show for `CCOC(=O)c1sc2ncn(CC(=O)Nc3ccc(C)cc3C)c(=O)c2c1C`?
aSyn yeast rescue: 1%

How did CCN1CCSc2ccc(C(=O)NCc3ccccc3Br)cc21 do in these assays?
aSyn yeast rescue: 2%&0%

How did Cc1cccc(-n2ncc3c(Nc4c(C)cc(C)cc4C)ncnc32)c1 do in these assays?
aSyn yeast rescue: 11%

Results for O=C(Nc1c(C(=O)N2CCN(c3ccccc3)CC2)oc2ccccc12)c1ccco1 ?
aSyn yeast rescue: -11%

How did O=C(CN1CCCCCC1)NCCN1C(=O)S/C(=C\c2ccccc2Cl)C1=O do in these assays?
aSyn yeast rescue: 5%

Results for CCOC(=O)CC1COCCN1C(=O)c1cc(COc2ccccc2SC)on1 (stereo unspecified) ?
aSyn yeast rescue: 3%

Results for COc1ccccc1CNC(=O)c1cc2sccc2n1Cc1ccc(Cl)cc1 ?
aSyn yeast rescue: -7%

What do the screens show for `CC(C)(CC(=O)OCC(=O)Nc1ccc(F)c(Cl)c1)CC1=NS(=O)(=O)c2ccccc2N1`?
aSyn yeast rescue: 0%

Results for CCC(CC)NC(=O)COC(=O)c1ccc2c(c1)C(=O)N(Cc1ccco1)C2=O ?
aSyn yeast rescue: 8%

How did CCc1nc(SCC(=O)NCCc2ccc(OC)c(OC)c2)c2c(=O)n(C)c(=O)n(C)c2n1 do in these assays?
aSyn yeast rescue: 11%

How did O=c1c2cc(-c3ccccc3)sc2nc2n1N=C(c1ccccc1)CS2 do in these assays?
aSyn yeast rescue: 6%

How did C[C@H](/C=C/[C@@]1(O)[C@H](C)C[C@H](O)CC1(C)C)O[C@@H]1O[C@H](CO)[C@@H](O)[C@H](O)[C@H]1O do in these assays?
aSyn yeast rescue: 8%

What do the screens show for `O=C(O)COc1ccccc1/C=N/NC(=O)CSc1nc2ccccc2n1Cc1ccccc1`?
aSyn yeast rescue: -1%

What do the screens show for `Cc1nn(CCCC(=O)NCc2cccc(F)c2)c(=O)c2nn(-c3ccccc3)c(C)c12`?
aSyn yeast rescue: -3%

How did CN(C)S(=O)(=O)c1ccc(C(=O)NC2CCCc3ccccc32)cc1 (stereo unspecified) do in these assays?
aSyn yeast rescue: 6%

Results for O=C(Nc1cc2c(cc1C(=O)c1ccc(Br)cc1)OCCO2)c1ccc(Cl)cc1 ?
aSyn yeast rescue: inconclusive

What do the screens show for `O=C(CN1N=C(c2ccc(Cl)cc2)CCC1=O)NCCc1ccc(Cl)cc1`?
aSyn yeast rescue: inconclusive

How did CCC1CCCCN1Cc1nc2c(c(=O)n(C)c(=O)n2C)n1CCCc1ccccc1 (stereo unspecified) do in these assays?
aSyn yeast rescue: -1%

In the list so far, these have an aryl thioether with sulfur outside any ring:
How did Cc1ccc(S(=O)(=O)N2CCCCC2)cc1NC(=O)CSc1nccn1C do in these assays?
aSyn yeast rescue: 1%

Results for Cc1cc(C)cc(OCCSc2nc3ccc(NC(=O)c4ccc5c(c4)OCO5)cc3s2)c1 ?
aSyn yeast rescue: -1%

Results for Cc1ccc(NC(=O)CSc2ncc3ccccn23)cc1 ?
aSyn yeast rescue: 0%

What do the screens show for `COc1ccccc1Cc1nc2ccccc2nc1SCC(=O)N(C)c1ccc(F)cc1`?
aSyn yeast rescue: -7%

Results for CCOC(=O)CC1COCCN1C(=O)c1cc(COc2ccccc2SC)on1 (stereo unspecified) ?
aSyn yeast rescue: 3%

How did CCc1nc(SCC(=O)NCCc2ccc(OC)c(OC)c2)c2c(=O)n(C)c(=O)n(C)c2n1 do in these assays?
aSyn yeast rescue: 11%

What do the screens show for `O=C(O)COc1ccccc1/C=N/NC(=O)CSc1nc2ccccc2n1Cc1ccccc1`?
aSyn yeast rescue: -1%

Continuation.
How did O=[N+]([O-])c1ccc(S(=O)(=O)Nc2cccc(-c3ccc(N4CCOCC4)nn3)c2)cc1 do in these assays?
aSyn yeast rescue: -1%

What do the screens show for `CCC(CC)C(=O)N1c2ccccc2C(C)(c2ccccc2)CC1(C)C` (stereo unspecified)?
aSyn yeast rescue: -29%

Results for CCc1nnc(NS(=O)(=O)c2ccc(N/C=C/C(=O)c3ccc(C)cc3)cc2)s1 ?
aSyn yeast rescue: 4%

How did Cc1ccc(S(=O)(=O)N2CCN(C(=O)N3CCCC3)CC2)cc1 do in these assays?
aSyn yeast rescue: -4%

What do the screens show for `Cc1ccc(CNC(=O)CCC(=O)N2CC(C)Oc3ccccc32)cc1` (stereo unspecified)?
aSyn yeast rescue: -7%

How did COc1cccc(NC(=O)N(C)C[C@H]2OCc3cn(nn3)CCCC(=O)N([C@@H](C)CO)C[C@@H]2C)c1 do in these assays?
aSyn yeast rescue: -2%

What do the screens show for `NC(=O)CCC(NC(=O)c1ccc(Cl)cc1)C(=O)NCCc1ccc2c(c1)OCCO2` (stereo unspecified)?
aSyn yeast rescue: -7%

Results for CCOc1ccccc1NC(=O)c1c(NCc2ccc(OC)c(OC)c2OC)sc2c1CCC(C)C2 (stereo unspecified) ?
aSyn yeast rescue: 0%

How did CN1CCN(C(=O)c2ccc3c(c2)N(Cc2ccc(F)cc2)C(=O)c2ccccc2S3(=O)=O)CC1 do in these assays?
aSyn yeast rescue: -2%

What do the screens show for `COc1ccc(/C=C/C(=O)OCC(=O)Nc2ccc(Cl)c(S(=O)(=O)N(C)C)c2)cc1OC`?
aSyn yeast rescue: -2%

Results for Cc1cc2nnc(SCc3ccc4c(c3)OCO4)n2c2ccccc12 ?
aSyn yeast rescue: 3%

What do the screens show for `O=C(COC(=O)c1ccc(Cl)nc1)NCc1ccco1`?
aSyn yeast rescue: 0%

Results for Oc1ccc(N2CCN(c3ccnc4cc(Cl)ccc34)CC2)cc1 ?
aSyn yeast rescue: -2%

What do the screens show for `CC1C(c2ccccc2)OCCN1C(=S)Nc1ccc(S(=O)(=O)N2CCCCC2)cc1` (stereo unspecified)?
aSyn yeast rescue: -77%[inhibitor]

Screening results (PubChem)

An excerpt; count on the stated rates, not on these rows.
